# Screening data from PubChem.
# KKLEB tox = cytotoxicity in KKLEB CF airway cells, primary screen, cytotoxicity control for CF NF-kB inhibitor project, cell-based, uHTS, fluorescence assay plates. KKLEB CF airway cells viability, ATPlite luminescence, overnight; active compounds read low; cells stimulated with P. aeruginosa culture filtrate. activity change (cytotoxicity), % at 5 µM. 0.36% of 360,000 active. AID 602141, 2011;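 active = corrected activity change at or below -50% at 5 µM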
# HIF-2a block = HIF-2a reporter inhibitors, primary screen, luminescence, 786-0 RCC cells. 786-0 RCC cells HIF-2a reporter, luciferase luminescence, overnight. 0.72% of 360,000 active. inhibition, % at 18.8 µM;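 active = inhibition of the luminescence signal of 40% or more relative to plate controls, in a single-dose primary screen at 18.75 µM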
# Shn3 3UTR inh = reduction of Shn3 3'UTR firefly luciferase signal, primary screen, Schnurri-3 inhibitor project, cell-based, Clone20 osteoblasts, set 2 | Clone20 osteoblast Shn3 3'UTR firefly luciferase, 24 h | 0.52% of 360,000 active | inhibition, % at 12.5 µM;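 active = mean inhibition of at least 75% with every replicate also reaching 75%; inconclusive = mean inhibition at least 75% but some replicate below; inactive = mean inhibition below 75%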;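 also: 0% = median of neutral control wells and 100% = pilot-screen positive control compound; some compounds past the cut are filed as inactive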
# NR2E3 ag-1 = NR2E3 agonists in two-hybrid cells, primary screen, cell-based, luminescence, CHO-S, Gal4-NCOR/VP16-NR2E3; luciferase; inhibition of corepressor binding, % at 3.98 µM; 0.35% of 360,000 active; AID 602229, 2012;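 active = inhibition above the mean of all tested compounds plus 3 SD, cut at about 70% in these data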;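 also: 0% = DMSO with NR2E3 transfected cells and 100% = cells lacking NR2E3 construct; higher means lower luciferase signal from less NR2E3 corepressor binding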
# Target sequence (Q9Y5X4 whole entry, looked up, the tested form may be a part): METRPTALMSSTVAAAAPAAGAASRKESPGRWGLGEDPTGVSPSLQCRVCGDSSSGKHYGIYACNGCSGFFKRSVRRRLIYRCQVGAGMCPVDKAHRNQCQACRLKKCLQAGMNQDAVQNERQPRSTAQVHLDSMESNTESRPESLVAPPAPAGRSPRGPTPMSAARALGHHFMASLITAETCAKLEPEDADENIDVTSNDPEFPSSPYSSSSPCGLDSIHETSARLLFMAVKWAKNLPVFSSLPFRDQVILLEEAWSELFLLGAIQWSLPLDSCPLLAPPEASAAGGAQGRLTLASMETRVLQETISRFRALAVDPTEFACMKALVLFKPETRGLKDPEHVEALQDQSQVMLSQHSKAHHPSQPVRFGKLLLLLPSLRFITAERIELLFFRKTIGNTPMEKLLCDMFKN
# CaV13 FRET inh = Disruptors of the CACNA1D IQ motif to Ca2+-dependent inactivation inhibitor domain association, primary screening, Förster resonance energy transfer in intact living …; inhibition, % at 12.3 µM; HEK cells, CFP/YFP FRET ICDI-IQ, plate reader, 10 min; percent FRET-ratio fall versus neutral wells; AID 743397; 0.098% of 340,000 active;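 active = mean replicate inhibition of at least 30% and at least 1% of replicates passing that level; inconclusive = only one of the two criteria is met; inactive = neither criterion is met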;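 also: 0% = median of the neutral control wells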
# MITF TRPM1 inh = inhibitors of MITF-dependent TRPM1 promoter reporter, primary screen, cell-based, SK-MEL-5, single point, luciferase; SK-MEL-5 TRPM1 promoter luciferase, 24 h; AID 488899, 2010; 0.83% of 330,000 active; inhibition, % at 12.5 µM;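 active = mean inhibition across replicates of 60% or more, whatever share of single replicates reaches that level; inconclusive = some that reach 60%, reason not given; inactive = mean inhibition across replicates below 60%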; also: values of inactives mirror those of a sister screen read the other way
# Vif inh = HIV Vif self-association inhibitors, primary screen, imaging, HEK293T, single point; 0.35% of 340,000 active; inhibition, % at 7.49 µM; HEK293T cells, Vif self-association by quenched fluorescence, 24 h; in the data active = inhibition above about 50%, passing the limit was not always enough; inconclusive = no clear call, values can overlap the other calls; inactive = below about 31%; also: some results filed as inactive read as strong as hits
# PDI inh = inhibitors of human PDI, primary screen, biochemical, turbidity, single point, plate reader | 0.052% of 350,000 active | inhibition, % at 10 µM | PDI insulin aggregation turbidity, A650, 90 min;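 active = mean inhibition across replicates of 30% or more, whatever share of single replicates reach that level; inconclusive = mean inhibition below 30% while every single replicate reaches 30%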;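 also: absorbance from insulin aggregation driven by PDI reduction with DTT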
# Target sequence (P07237 whole entry, looked up): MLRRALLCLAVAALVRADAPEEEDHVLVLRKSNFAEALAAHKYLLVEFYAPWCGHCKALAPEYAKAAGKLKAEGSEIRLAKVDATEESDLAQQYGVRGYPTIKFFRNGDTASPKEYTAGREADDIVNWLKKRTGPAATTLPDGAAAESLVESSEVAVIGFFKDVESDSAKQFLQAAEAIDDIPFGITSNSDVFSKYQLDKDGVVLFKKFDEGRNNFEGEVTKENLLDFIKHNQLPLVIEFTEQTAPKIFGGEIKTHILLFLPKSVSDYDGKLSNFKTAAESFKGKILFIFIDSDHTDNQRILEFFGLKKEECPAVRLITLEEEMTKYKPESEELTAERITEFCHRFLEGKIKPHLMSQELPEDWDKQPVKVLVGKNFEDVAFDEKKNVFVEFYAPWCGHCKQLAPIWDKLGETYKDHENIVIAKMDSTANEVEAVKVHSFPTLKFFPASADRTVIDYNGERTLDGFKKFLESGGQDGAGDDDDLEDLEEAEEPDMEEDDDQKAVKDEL
# NR2E3 ag-2 = inhibitors of NR2E3-RetCOR corepressor binding, primary screen, NR2E3 agonist project, biochemical, TR-FRET, GST-NR2E3, biotin-RetCOR; Photoreceptor-specific nuclear receptor (Homo sapiens), Q9Y5X4; 1536-well; inhibition of corepressor binding, % at 4.78 µM; 0.12% of 320,000 active; AID 2300, 2010;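 active = percent inhibition above the cutoff of mean plus 3 SD of all tested compounds, set per screening campaign, cut at about 20% in these data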;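 also: 0% = DMSO wells and 100% = biotin wells as full block of FRET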
#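 System: GST-tagged NR2E3 plus biotinylated RetCOR corepressor; Buffer or medium: pH 7.5 Tris-based buffer; Probe or stimulus: RetCOR corepressor, biotinylated, 7 nM; Doses: compound at 4.8 µM, single dose; Schedule: 5 h incubation at 4 °C; Technique: time-resolved FRET; Evaluation: percent inhibition of TR-FRET ratio; Replication: one well per compound, singlicate testing.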
# CF NFkB inh = inhibitors of PAF-induced NF-kB signaling, primary screen, cell-based, GFP fluorescence, uHTS | KKLEB NF-kB-GFP reporter, GFP fluorescence overnight | inhibition, % at 5 µM | 0.86% of 360,000 active;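 active = at least 50% inhibition at 5 µM, scaled per plate between neutral and stimulator controls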;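 also: PAF is a Pseudomonas aeruginosa culture filtrate used as stimulus; plate controls were PAF-stimulated DMSO wells for no effect and unstimulated DMSO wells for full effect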
# Peg3 promoter = Peg3 promoter-driven luciferase inhibitors, primary screen, cell-based, HeLa, luciferase luminescence; HeLa PEG-Prom luciferase reporter, overnight; inhibition, % at 20 µM; 1.7% of 360,000 active;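 active = inhibition of at least 50% at 20 µM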
# * marks the source's active call; other numbers are inactive results; ? = inconclusive; / = not tested or not shown.
SMILES,KKLEB tox,HIF-2a block,Shn3 3UTR inh,NR2E3 ag-1,CaV13 FRET inh,MITF TRPM1 inh,Vif inh,PDI inh,NR2E3 ag-2,CF NFkB inh,Peg3 promoter
O=C1CC(N(CCc2ccccc2)C(=S)Nc2ccccc2)C(=O)N1c1ccc(Br)cc1 (configuration not stated),-8,-30,27,-9,-4,-10,2,-18,0,11,54*
CCCn1c(N)c(N2CCCCC2)c(=O)n(CC(=O)Nc2ccc(OC(F)(F)F)cc2)c1=O,0,8,11,-8,-3,0,1,8,0,-12,0
COc1ccccc1C(=O)OCCN=C1NS(=O)(=O)c2ccccc21,-15,1,8,35,-2,-2,5,-7,0,19,-2
Cc1ccc(OCC(=O)Nc2ccc(CN3CCCCC3)cc2)c(C)c1,-3,9,4,33,-5,0,-5,1,-5,-20,-3
Cc1ccc(S(=O)(=O)N(C)c2ccc(C(=O)NC3CCCCC3)cc2)cc1,16,8,14,-17,-8,/,/,-6,/,-9,9
CCn1c(SCC(=O)Nc2cccc(NC(C)=O)c2)nc2c([nH]c3ccccc32)c1=O,-52*,17,7,6,-6,26,3,9,5,61*,30
COc1cc(Cl)c(CN2CCC(CCC(=O)NC3CC3)CC2)cc1OC,-23,16,8,-16,-20,12,-3,-4,5,-4,2
CCOC(=O)Cc1cnc(N)s1,10,23,-10,-17,0,-1,5,15,4,-7,4
O=C(Nc1ccccc1F)Nc1ccccc1Br,-10,-191,-21,-50,-7,-43,-5,7,1,12,-167
CCN(Cc1ccccc1)C(=O)C(=O)c1cn(CC(=O)N2CCCC2)c2ccccc12,-4,14,-2,13,-6,6,4,8,0,-6,9
CCn1nnnc1SCC(=O)c1cc(OC)ccc1OC,4,-2,1,-5,/,10,0,-5,-2,0,4
C[C@H](NC(=O)c1ccc2ccccc2c1)C(=O)N1CCC2(CC1)NCCc1[nH]cnc12,10,-7,-4,-34,-7,1,11,-4,-1,-1,-4
COc1cccc(CNC(=O)C2CCC(=O)N(C3CC3)C2)c1OC (configuration not stated),0,6,4,-12,-2,4,6,-1,/,11,-7
O=C(NCC(=O)N1CC(O)CC1C(=O)N1CCCC1C(=O)OCc1ccccc1)OCc1ccccc1 (configuration not stated),-6,12,0,-3,6,8,1,0,2,2,2
CC(C)NC(=O)C1CCN(C(=O)c2cc3sccc3n2Cc2ccc(F)cc2)CC1,2,-3,?,-11,/,28,-6,1,-2,4,28
O=C(CCNC(=O)c1ccccc1Cl)Nc1nnc(C2CC2)s1,3,13,-34,-31,-6,4,-3,1,-1,1,1
Cc1ccc(OCC(=O)NCCNC(=O)c2cnccn2)cc1,6,1,-1,6,-3,-2,6,-2,-3,10,-9
O=C(NCc1ccc(F)cc1)C1CCCN(S(=O)(=O)c2ccc(Br)s2)C1 (configuration not stated),5,14,-6,4,-7,5,12,-2,2,-5,20
CC(C)(C)c1nnc2sc(SCC(=O)c3ccccc3)nn2c1=O,-5,-63,-14,0,-4,7,-1,0,3,-4,-48
COc1ccccc1S(=O)(=O)Cc1ccc(C(=O)NCCCN2CCN(c3ccc(F)cc3)CC2)o1,6,-1,18,-7,-7,-1,3,7,3,1,3
O=C(CN1CCN(S(=O)(=O)c2ccccc2)CC1)NC(=O)NCc1ccco1,18,11,-8,14,1,12,-3,-3,2,-20,11
Cc1cccc(OCC(=O)N(Cc2ccc(N(C)C)cc2)C2CCS(=O)(=O)C2)c1 (configuration not stated),4,1,-5,6,6,2,15,0,5,-15,2
O=C(c1cccnc1)N1N=C(C2CCCCC2)CC1(O)C(F)(F)F (configuration not stated),5,11,-11,-11,6,2,-7,-3,1,-11,8
COC(=O)c1cc(Br)c(=O)n(-c2ccc(F)cc2)c1,-1,21,-3,-6,-5,5,9,11,2,2,12
O=C(NC1CCCCC1)C(c1ccc(F)cc1)N(Cc1ccc2c(c1)OCO2)C(=O)c1cnsn1 (configuration not stated),-4,6,0,-6,/,4,-2,3,0,6,0
# (more compounds)
SMILES,KKLEB tox,HIF-2a block,Shn3 3UTR inh,NR2E3 ag-1,CaV13 FRET inh,MITF TRPM1 inh,Vif inh,PDI inh,NR2E3 ag-2,CF NFkB inh,Peg3 promoter
Cc1ccc(S(=O)(=O)Nc2ccc3c(c2)ncn3C(C)(C)C)cc1,7,-9,28,-13,/,8,3,-7,2,-7,13
Cc1ccc(NC(=O)CN(C)S(=O)(=O)c2ccc3c(c2)c(=O)n(C)c(=O)n3C)cc1,-5,8,-6,-18,-4,-7,4,8,7,30,-2
O=C(CC[C@H]1O[C@@H](n2ccc(=O)[nH]c2=O)[C@H](O)[C@@H]1O)N[C@H](Cc1ccccc1)C(=O)NCc1ccc2c(c1)OCO2,-13,0,-6,-27,-5,/,-5,/,/,-32,-1
Cc1nc(-c2ccc(F)cc2)c(CC(=O)Nc2cc(S(=O)(=O)N3CCCCC3)ccc2C)s1,-9,3,23,83*,-6,3,2,-7,-1,16,7
CC1=CC(=O)C=CC1(C)C(Cl)(Cl)Cl (configuration not stated),-1,6,9,-2,/,-11,-2,-3,1,7,-3
CC1=C(C(=O)OCc2ccccc2)C(c2cccc([N+](=O)[O-])c2)NC(=O)N1C (configuration not stated),-5,26,21,2,-4,6,-7,6,4,14,33
CC(C)(C)c1cc(CCC(=O)NCc2ccncc2)cc(C(C)(C)C)c1O,9,5,4,-13,/,-19,3,16,0,-5,15
Cc1ccc(S(=O)(=O)N2CCC(=O)N(C(COCc3cccc(Cl)c3)C(C)C)CC2)cc1 (configuration not stated),-11,13,32,-52,-5,-7,-4,4,3,28,-2
CC1=C(C(=O)Nc2cc(C)ccc2C)C(c2cccs2)NC(=S)N1 (configuration not stated),11,21,3,-10,-8,19,3,-4,2,9,12
CCOC(=O)C(C(=O)OCC)C(Nc1cccc(Br)c1)c1ccccc1 (configuration not stated),-4,38,-28,-14,-5,5,0,2,-2,28,20
COc1cc(/C=N/NC(=O)c2cc(-c3cccc(OC(C)C)c3)nc3ccccc23)ccc1O,-16,-92,-14,-58,-4,-18,1,-2,-1,-17,-89
Cc1ccc(S(=O)(=O)N2CCOCC2)cc1NC(=O)CNC(C)c1ccccc1 (configuration not stated),4,12,18,-12,-5,17,-4,4,/,9,3
CCOc1ccc(NC(=O)CN(C)C(=O)c2ccccc2OCc2c(C)noc2C)cc1OCC,18,23,-17,13,-4,4,31,-4,0,-30,1
O=C(N/N=C/C(Cl)=C\c1ccccc1)c1ccco1,0,-320,/,-117,8,-45,10,-1,-5,-9,-341
S=c1nccc(-c2cccs2)[nH]1,3,4,-22,-23,-3,7,12,0,1,-10,-8
c1ccc(-c2ccccn2)nc1,10,-1,-9,-15,-4,-1,-6,8,5,0,5
CCOc1nc2ccccc2nc1C,3,11,-1,7,/,4,31,16,6,6,7
Cc1c(C)n(C)c2ccc(C(=O)NCCN3CCOCC3)cc12,-4,3,18,6,-2,4,6,8,-3,12,15
Cc1ccc(S(=O)(=O)N2CCN(S(=O)(=O)N3CCCCC3)CC2)cc1C,9,16,19,-1,-7,-2,-1,0,1,-8,12
COc1ccc(-c2cc(=O)oc3cc(OCC(=O)N(C)C)ccc23)cc1,-4,12,5,-28,-2,0,-1,1,1,15,7
O=C(CCl)Nc1cccc2ncccc12,-6,18,1,-30,-12,25,-11,6,-1,15,32
Cc1nnc(NC(=O)COc2ccccc2)s1,2,-29,-20,-14,-6,-9,4,1,1,8,-25
O=C(c1ccc2c(c1)N(Cc1ccc(F)cc1)CCS2)N1CCOCC1,5,0,-6,-3,-4,-1,2,-1,9,18,2
NC(=O)CC(NC(=O)c1ccccc1)c1ccc(N2CCC(Cc3ccccc3)CC2)c([N+](=O)[O-])c1 (configuration not stated),-6,13,91*,47,-4,14,-23,0,2,15,3
C=CC[C@@H](CC(=O)N[C@H](CO)Cc1ccccc1)C(=O)N[C@@H](COC(=O)[C@@H](CC=C)CC(=O)OC(C)(C)C)Cc1c[nH]c2ccccc12,13,1,-9,1,-11,-3,-1,-1,/,8,23
# (list continues)
SMILES,KKLEB tox,HIF-2a block,Shn3 3UTR inh,NR2E3 ag-1,CaV13 FRET inh,MITF TRPM1 inh,Vif inh,PDI inh,NR2E3 ag-2,CF NFkB inh,Peg3 promoter
COc1ccccc1NS(=O)(=O)c1cc(NC(=O)C(C)C)ccc1N1CCCCC1,-7,13,6,-15,-3,0,-10,-5,-2,30,11
CCOC(=O)c1ccc(NC(=O)C2CC2)cc1,4,-134,25,-4,-9,-45,6,3,-1,-4,-91
CC(C)CN1CCC(=O)NC1=S,9,15,-21,6,-6,8,-4,-1,/,6,4
CCOc1cc(/C=N/O)ccc1OCc1ccccc1F,10,-89,-27,-24,-4,-11,-3,-1,2,5,-56
Cn1c(O)c(N=Nc2ccc(F)cc2)c2ccccc21,-3,11,-8,6,-5,2,10,3,6,6,-73
CC(C)(CNC(=O)c1ccc(S(=O)(=O)Nc2ccc(Cl)cc2)cc1)N1CCOCC1,-3,10,9,7,-3,/,11,-4,-1,2,13
S=c1[nH]nc(COc2ccc(Cl)cc2)n1Cc1ccccc1,10,-1,-4,-42,-15,1,3,0,9,7,10
O=C(O)CCN(Cc1ccccc1)S(=O)(=O)c1c(Cl)cccc1Cl,-3,12,9,1,-20,11,-1,-7,1,-19,9
Cc1ccc(S(=O)(=O)NCCc2nnc3ccc(SCC(=O)Nc4nc(C)cs4)nn23)cc1,4,16,7,21,-17,11,12,11,3,-3,6
CC(C)(C)NC(=S)N/N=C/c1cccnc1,0,11,-38,8,-2,9,6,-4,4,10,-5
Cc1ccc(N(CCC#N)C(=O)CSc2nc3ccccc3c(=O)[nH]2)cc1,-12,24,-54,13,-2,5,3,0,3,5,12
COC(=O)[C@@]12CCCN1[C@H](c1ccc(-c3ccc(F)cc3)c(OC)c1)[C@H]1C(=O)N(C)C(=O)[C@H]12,-6,15,-6,4,-10,-8,-1,-7,5,1,-1
CCc1ccccc1NC(=O)CNC(=O)CCC(=O)c1cc(C)sc1C,-4,11,-15,-8,-13,/,/,0,/,-16,4
Cc1csc2nc(CNC(=O)c3cccc(C(F)(F)F)c3)cn12,-3,9,5,-2,/,4,0,-1,0,3,22
